Source: PubChem BioAssay (several laboratories)
MRP1 act = H69AR viability gain despite doxorubicin, primary screen, MRP-1 activator project, H69AR cells, CellTiter-Glo; viability rescue; viability increase, % at 10 µM; 140,000 tested, 0.61% active; AID 799, 2007;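 active = viability gain under doxorubicin at or above a set limit, the compound median plus 3 SD, cut at about 4.7% in these data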;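 also: MRP-1 overexpressing cells given doxorubicin 25 µM after compound pretreatment; 18-22 h compound pretreatment then 72 h with doxorubicin before readout; 0% = doxorubicin-only wells and 100% = vehicle-treated cells without doxorubicin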
Phagocytosis inh = inhibitors of macrophage phagocytosis, primary screen, imaging, J774A.1 cells, IgG beads; J774A.1 macrophage IgG-bead phagocytosis; inhibition, % at 5 µM; 110,000 tested, 0.07% active; AID 1029, 2008;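 active = inhibition above the mean of the plate negative controls plus 5 SD, cut at about 13% in these data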;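 also: phagocytic index as fraction of beads internalized from green versus red external bead signal; plate controls were DMSO negative control for no effect and cytochalasin-D positive control for full effect; some results beyond the cut were filed as inactive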
NPY-Y2 antag = NPY-Y2 receptor antagonists, primary screen, cell-based | 140,000 tested, 0.99% active | inhibition, % at 2.7 µM | Neuropeptide Y receptor type 2 (Homo sapiens), P49146 | NPY-Y2 expressing cells, antagonist mode; in the data active = inhibition above about 17%;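 also: 0% = vehicle with agonist challenge and 100% = reference antagonist with challenge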
Target sequence (P49146 whole entry, looked up): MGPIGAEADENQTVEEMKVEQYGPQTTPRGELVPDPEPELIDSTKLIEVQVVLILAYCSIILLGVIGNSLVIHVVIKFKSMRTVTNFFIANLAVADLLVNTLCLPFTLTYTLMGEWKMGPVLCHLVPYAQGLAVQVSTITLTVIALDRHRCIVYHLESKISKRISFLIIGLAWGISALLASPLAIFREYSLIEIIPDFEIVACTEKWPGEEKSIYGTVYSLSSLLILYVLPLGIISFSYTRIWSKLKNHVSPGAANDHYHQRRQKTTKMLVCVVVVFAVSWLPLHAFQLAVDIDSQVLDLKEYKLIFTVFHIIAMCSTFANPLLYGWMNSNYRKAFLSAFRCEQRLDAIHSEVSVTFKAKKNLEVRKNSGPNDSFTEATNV
PTEN del growth = growth suppression of PTEN-null HCT116, primary screen, cell-based, CellTiter-Glo. 140,000 tested, 1.2% active. viability, % at 10 µM. AID 827, 2007. HCT116 PTEN-null viability, 60 h; active compounds read low;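 active = viability at or below a set limit, 4 SD under the median of all tested compounds, cut at about 3.7% in these data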;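 also: PTEN knockout HCT116 line with beta catenin targeted HCT116 as companion control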
GALR2 blocker = GALR2 antagonists in receptor-expressing cells, primary screen | 140,000 tested, 0.39% active | Galanin receptor type 2 (Homo sapiens), O43603 | inhibition, % at 4 µM | antagonist mode; in the data active = inhibition above about 27%;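 also: cells stimulated with galanin 1-16 at roughly its EC80; 0% = agonist challenge control and 100% = basal control without agonist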
Target sequence (O43603 whole entry, looked up): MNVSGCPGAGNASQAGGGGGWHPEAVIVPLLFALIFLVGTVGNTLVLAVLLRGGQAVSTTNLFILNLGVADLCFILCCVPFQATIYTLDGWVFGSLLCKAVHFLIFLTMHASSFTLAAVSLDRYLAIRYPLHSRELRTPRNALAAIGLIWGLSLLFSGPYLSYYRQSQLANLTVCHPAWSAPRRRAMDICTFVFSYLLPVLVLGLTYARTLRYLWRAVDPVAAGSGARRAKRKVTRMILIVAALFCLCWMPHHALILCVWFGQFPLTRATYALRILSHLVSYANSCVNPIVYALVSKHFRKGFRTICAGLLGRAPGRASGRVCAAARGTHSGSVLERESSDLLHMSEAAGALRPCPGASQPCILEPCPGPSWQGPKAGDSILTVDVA
Measles CPE = compounds protecting cells from measles virus cytopathic effect, primary screen, measles RdRp inhibitor project, single point, MLSMR library, absorbance; 140,000 tested, 1.5% active; Measles virus-infected cells, CPE protection; protection (pct of control), % at 4 µM; in the data active = protection mostly above about 24%, no sharp cut-off; inactive = mostly below about 26%; also: some compounds called inactive have numbers as strong as hits
bCat KO growth = primary screen for growth suppressors in beta-catenin knockout HCT116 cells (colon tumor, human). HCT116 beta-catenin knockout viability, CellTiter-Glo, 60 h; active compounds read low. viability, % at 10 µM. 140,000 tested, 1.5% active;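 active = viability at or under a set limit, the compound median less 4 SD, cut at about 6% in these data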;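 also: 0% = Hyamine 1622 control at 20 µM and 100% = untreated cell control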
E-sel TNF inh = E-selectin induction blockers in HUVEC – imaging, immunofluorescence, high content, primary screen; inhibition, % at 2 µM; HUVEC TNFa-induced E-selectin immunofluorescence; AID 1246, 2008; 120,000 tested, 0.71% active;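 active = inhibition above the batch mean plus 3 SD, and confirmed as a hit on visual image review, cut at about 43% in these data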;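 also: 0% = TNF-stimulated DMSO wells and 100% = unstimulated control wells; not every result past the cut was called active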
Yeast life ext = compounds extending yeast replicative lifespan, primary screen, S. cerevisiae, OD615 | 130,000 tested, 0.68% active | S. cerevisiae growth with nicotinamide; deaD strain in restrictive glucose medium | inhibition of the nicotinamide effect, % at 10 µM;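 active = inhibition above a set limit, placed 3 SD over the median of all compounds, cut at about 26% in these data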;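 also: 0% = nicotinamide-treated wells and 100% = cells grown without nicotinamide; some compounds called inactive have numbers as strong as hits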
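Test system: DeaD-strain S. cerevisiae / Buffer or medium: restrictive glucose medium / Also added: nicotinamide 1.5 mM / Doses: one concentration, 10 µM, DMSO 0.25% / Schedule: 48 h at 30 °C / Signal: OD615 measurement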
BB579 growth dn = growth inhibitors of yeast BB579 in restrictive medium, primary screen, yeast lifespan-shortening project, S. cerevisiae | OD615, 48 h | inhibition, % at 10 µM | 140,000 tested, 0.51% active | AID 804, 2007;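 active = inhibition above a set limit, 3 SD over the mean compound inhibition, cut at about 44% in these data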; also: inactives centre near -24
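test system = yeast BB579 (DeaD) | buffer or medium = restrictive CSMM-D medium | doses = single compound dose of 10 µM, 0.25% DMSO final | times = 4 h preincubation and 48 h exposure at 30 °C | technique = culture absorbance at 615 nm | benchmarks = amphotericin B 10 µg/mL, positive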
An asterisk follows results filed as active; . = no result given; & = joins results of further samples.

SMILES | MRP1 act | Phagocytosis inh | NPY-Y2 antag | PTEN del growth | GALR2 blocker | Measles CPE | bCat KO growth | E-sel TNF inh | Yeast life ext | BB579 growth dn
Cc1ccc(N/C=C/C(=O)c2sc(-c3ccccc3)nc2C)cc1 | -4.5 | 1 | 7 | 62 | -9 | 14 | 66 | -33 | -3 | -32
O=C(CN1C2=NCCN2c2ccccc21)c1ccc(Br)cc1 | -6.5 | 0 | 10 | 58 | 20 | 23 | 48 | -6 | -14 | 4
COc1ccc(C2CC(c3cccc(OC)c3OC)n3nnnc3N2)cc1 (configuration not stated) | -2.9 | -1 | 4 | 92 | -1 | 4 | 86 | -36 | -7 | -59
COC(=O)C1(S(=O)(=O)c2ccc(C)cc2)CCOCC1 | 0.5 | . | -1 | 91 | -3 | 6 | 89 | . | -4 | 4
CC(=O)c1cc2c(cc1NC(=O)CCNC(=O)c1ccccc1Cl)OCO2 | 0.0 | -3 | 0 | 91 | 6 | 2 | 89 | -8 | -18 | -6
Cc1cc(C(=O)NC(C)c2ccncc2)cs1 (configuration not stated) | -1.9 | -1 | 2 | 96 | 16 | 9 | 93 | -18 | -8 | -17
CCc1nnc(NC(=O)CC(=O)Nc2ccccc2C(=O)O)s1 | -1.5 | 2 | 2 | 104 | 9 | 3 | 86 | -17 | 14 | -39
O=C(Nc1ccccc1)c1cc([N+](=O)[O-])ccc1NCc1cccnc1 | 0.4 | -4 | 2 | 94 | 5 | 4 | 93 | . | 0 | -11
Cc1ccc(CNc2nc(N)c([N+](=O)[O-])c(Nc3cccc(F)c3)n2)cc1 | 1.6 | 1 | 3 | 89 | -7 | 10 | 99 | 0 | -10 | -42
O=C(CSc1nnc(CNc2ccc(F)cc2)o1)N1CCCc2ccccc21 | -2.9 | 2 | 1 | 78 | 7 | 3 | 84 | 63* | -5 | -23
N#C/C(=N\Nc1c(Cl)cccc1Cl)C(=O)NN | 2.2 | 0 | 7 | 111 | 21 | 17 | 114 | 2 | -7 | -41
CCOC(=O)c1c(-c2ccccc2)oc2ccc(O)c(CN3CCOCC3)c12 | -4.5 | 0 | 8 | 67 | 3 | 8 | 72 | 3 | -13 | -17
Nc1nc(SCc2nc3scc(-c4ccccc4)c3c(=O)[nH]2)n[nH]1 | -4.2 | 0 | 2 | 107 | -8 | 14 | 99 | -8 | -8 | 11
CCCc1c(C)nc2ccccc2c1SCCC#N | -5.2 | 7 | 6 | 81 | 7 | 5 | 77 | . | 3 | -29
O=[n+]1c2c(n([O-])c3c1CCC3)CCCC2 | -2.8 | 0 | -2 | 105 | -3 | 10 | 94 | 0 | 3 | 1
S=C1NC(c2cccs2)=CC(c2ccc(Br)cc2)N1 (configuration not stated) | 1.2 | -3 | 2 | 83 | 19 | 12 | 85 | . | 6 | -35
Cc1ccc(C(=O)Nc2ccc(N3CCN(S(C)(=O)=O)CC3)cc2)cc1 | -2.2 | 0 | -3 | 81 | -1 | 30 | 78 | 21 | -12 | -26
Cc1c(Cl)cccc1NC(=S)NCCC(C)C | -4.1 | -2 | 6 | 88 | -5 | 10 | 90 | 29 | -4 | -39
COc1ccc(/C=N\NS(=O)(=O)c2ccc(Br)cc2)cc1COc1ccccc1[N+](=O)[O-] | -1.7 | . | 0 | 89 | 13 | 28 | 90 | 2 | . | -16
CC(C(=O)NC1CCCC1)N(C(=O)c1snc(C(N)=O)c1N)c1ccc2c(c1)OCCO2 (configuration not stated) | -4.2 | -4 | 2 | 92 | -11 | 4 | 93 | . | -1 | -63
Cn1ncc(C#N)c1NC(=O)C1CC(c2ccc(Cl)cc2)=NO1 (configuration not stated) | 0.1 | 2 | 0 | 96 | 10 | 1 | 94 | 5 | 0 | -42
Cc1ccc(S(=O)(=O)Nc2nc3ccc(S(=O)(=O)N4CCCC4)cc3s2)cc1 | -0.9 | 0 | 4 | 116 | 6 | 1 | 99 | 13 | -11 | -73
CCOC(=O)C(CC)Sc1nnc2c3cc(C)ccc3n(C)c2n1 (configuration not stated) | -5.0 | 3 | 5 | 100 | -4 | 4 | 87 | 1 | -6 | -1
COc1ccc(N2CN=C3SCC(=O)N3C2)cc1 | 4.6 | . | 0 | 87 | 2 | 27 | 89 | 0 | . | -31
CC1(C)Cc2ccccc2-c2nnc(-c3ccco3)n21 | 0.1 | 0 | 4 | 97 | 0 | 5 | 100 | -23 | -5 | -41
Cn1cccc1Cc1nnc(SCC(=O)Nc2ccc3c(c2)OCCO3)n1-c1ccc(F)cc1 | -3.8 | 0 | 3 | 95 | 5 | 9 | 87 | 7 | -2 | -28
Cc1cc(NC(=O)CCCSc2nc(-c3ccco3)cc(C(F)(F)F)n2)no1 | -1.5 | -2 | 2 | 103 | 7 | 2 | 95 | 15 | -11 | -29
O=C(CN1C(=O)CSc2ccccc21)N1CCc2ccccc21 | -1.5 | -1 | 1 | 90 | 9 | 1 | 93 | -14 | 5 | -19
O=c1c2c3c(sc2nc2n1CCCCC2)CCCCC3 | -0.1 | 0 | 0 | 105 | -10 | 14 | 101 | . | -9 | -44
O=C(O)C1CC=CCC1C(=O)c1ccccc1 (configuration not stated) | -0.6 | -1 | 4 | 104 | -3 | 12 | 98 | 28 | 2 | 5

Look-ups from the list:
S=C1NC(c2cccs2)=CC(c2ccc(Br)cc2)N1 (configuration not stated) – NPY-Y2 antag = 2
O=C(O)C1CC=CCC1C(=O)c1ccccc1 (configuration not stated) – E-sel TNF inh = 28

Further structures:
SMILES | MRP1 act | Phagocytosis inh | NPY-Y2 antag | PTEN del growth | GALR2 blocker | Measles CPE | bCat KO growth | E-sel TNF inh | Yeast life ext | BB579 growth dn
FC(F)Oc1cccc2cccnc12 | -1.7 | . | 3 | 106 | -5 | 8 | 95 | -21 | -8 | -27
COc1ccc(C(C)NC(=O)c2ccccc2)cc1 (configuration not stated) | -0.4 | . | 8 | 105 | 8 | 5 | 102 | -56 | 84* | -63
CC(=O)Cc1nsc(NC(=O)c2ccc(-c3ccc(Cl)cc3Cl)o2)n1 | 1.2 | 0 | 0 | 108 | -11 | 12 | 102 | 9 | -5 | -78
O=C(CSc1nnc(CCc2nc3ccccc3[nH]2)n1-c1ccccc1)NCc1ccco1 | -3.1 | -2 | 2 | 102 | 1 | 3 | 87 | -5 | -13 | -3
CCOC(=O)C1=C(O)/C(=C\c2cccc(OC)c2)N=C1C | -4.1 | . | 1 | 88 | -1 | 19 | 78 | -8 | -11 | -46
NC(=O)CC12CC3CC(C1)CC(CC(N)=O)(C3)C2 | 1.5 | 0 | 0 | 103&122 | -4 | 14 | 99 | -10 | -4 | -31
COc1ccc(-n2nc(C(=O)O)nc2-c2ccccc2)cc1 | -2.0 | -1 | 3 | 91 | 6 | 6 | 96 | -13 | -7 | -22
COc1ccc(OCCSc2nnnn2C2CCCCC2)cc1 | -0.8 | -2 | 7 | 100 | 1 | 2 | 96 | 6 | -9 | -49
CCOC(=O)Cc1csc(NC(=O)CSc2nnc(-c3ccc(F)cc3)o2)n1 | 1.5 | -1 | 4 | 106 | 2 | 3 | 96 | 26 | -7 | -7
CC(C)CCNC(=O)NC(=O)CSc1nnc(-c2ccccc2F)n1N | -0.7 | 2 | 2 | 109 | -2 | 8 | 101 | -21 | -12 | 4
O=C(Cn1c(=O)n(CC2CCCO2)c(=O)c2ccccc21)N1CCN(c2ccccc2)CC1 (configuration not stated) | -1.0 | -3 | 1 | 88 | -2 | 7 | 94 | 7 | 2 | -37
Cc1cc(C)cc(C(=O)O/N=C(\N)c2ccc(Br)cc2)c1 | -6.5 | -1 | 0 | 91 | -5 | 8 | 78 | -15 | -8 | -41
S=C1SCN(Cc2ccccn2)CN1Cc1ccco1 | -5.2 | 1 | 5 | 36 | -10 | 2 | 26 | -19 | 22 | 52*
CCOC(=O)Cn1c(C)cc(=O)c2ccccc21 | -0.9 | . | -1 | 95 | 1 | 10 | 109 | . | -7 | -24
CC(C)C(=O)N(Cc1ccccc1)c1ccccn1 | -0.9 | 0 | 1 | 98 | -14 | 11 | 101 | 8 | -5 | -26
CCCCC1CC1C(=O)Nc1ccc(OC)c(OC)c1 (configuration not stated) | -1.1 | 0 | 4 | 96 | 10 | 8 | 94 | 1 | -17 | -9
Cc1cc(OC(=O)c2cc(Cl)nc3ccccc23)ccc1Cl | -0.5 | -1 | 3 | 101 | -8 | 2 | 92 | -27 | 4 | -29
O=C1CC(c2ccccc2)CN1C(=O)c1ccccc1 (configuration not stated) | 2.2 | . | 2 | 101 | 6 | 3 | 113 | -18 | -13 | -35
C=CCN(c1cccc(C(F)(F)F)c1)S(=O)(=O)c1cccc(C(=O)OCC(=O)Nc2ccccc2)c1 | -2.1 | 3 | -1 | 95 | 0 | 6 | 90 | 6 | 4 | -20
O=[N+]([O-])c1cccc(CSc2nc3ccccc3[nH]2)c1 | 1.0 | -5 | 5 | 96 | -2 | 9 | 92 | -28 | 2 | -32
COc1ccc(-c2nc3scc(-c4ccccc4)n3n2)cc1 | -4.4 | -4 | -2 | 81 | 15 | 0 | 79 | -16 | -4 | -25
O=C(COc1ccccc1Cl)NC(=O)NC1CCCC1 | -3.0 | 0 | 1 | 105 | -21 | 9 | 102 | 4 | -9 | -10
CCNC(=S)N/N=C1\C(=O)c2cccc3cccc1c23 | -1.8 | -1 | 4 | 83 | 0 | 20 | 79 | -3 | -14 | -29
Cc1c(C(=O)Nc2ccc(N3CCOCC3)cc2)oc2ccccc12 | -2.0 | 2 | 1 | 88 | -10 | 23 | 87 | 9 | -12 | -86
O=C(OC1Cn2c(=O)ccc(=O)n2C1)c1ccccc1 | 0.0 | 0 | 2 | 99 | 4 | 4 | 95 | 19 | 0 | -24
CCOC(=O)C1=NN(C(=O)c2ccco2)C2(CC2)C1 | -1.1 | -4 | 4 | 95 | 5 | 5 | 105 | -3 | -3 | -40
CCN(CC)C(=O)CN1CCN(c2ncccn2)CC1 | -0.6 | -2 | -2 | 97 | 5 | 14 | 104 | -9 | -5 | -5
COc1cc(NC(=O)c2ccco2)c(OC)cc1NC(=O)CCC(=O)Nc1cccc(C)c1C | 1.0 | 1 | 2 | 80 | 4 | 36 | 73 | 18 | -12 | -7
COc1ccc(N(C)S(=O)(=O)c2cccc(C(=O)NC3=NCCS3)c2)cc1 | -2.7 | 1 | 1 | 86 | 20 | 11 | 83 | -15 | -22 | -23
CC(=C/C(=O)O)/C=C/c1ccc(Cl)o1 | -2.6 | . | 4 | 100 | 1 | 6 | 100 | -10 | . | -3
Cc1cc(C(=O)Nc2nnc(C(F)(F)F)s2)no1 | 5.5* | 3 | -4 | 99 | 7 | 5 | 96 | -16 | -15 | 5
